KOR beta-arrestin-1: KOR agonists, beta-arrestin recruitment, primary screen, cell-based, luminescence, uHTS (AID 1777). KOR beta-arrestin recruitment, luminescence; higher % means a stronger effect. activation, % at 10 µM; hits with a dose series show EC50 in µM. 0.02% of 280,000 active; in the data active = activation above about 50%, passing the limit was not always enough; also: a part of the inactive calls stands beside numbers as strong as those of hits
NOD1 inhibition: NOD1 signaling inhibitors, primary screen, cell-based, luminescence, uHTS (AID 1578); NOD1-driven NF-kB luciferase reporter cells, luminescence; higher % means a stronger effect; one-dose inhibition, % at 4 µM; EC50 in µM for titrated hits; 1% of 290,000 active; in the data active = inhibition mostly above about 36%, no sharp cut-off; inactive = mostly below about 34%;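 also: HEK-293T reporter cells stimulated with the NOD1 agonist gamma-tri-DAP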
Myeloid diff MLP: promotes myeloid progenitor differentiation; ER-HoxA9 myeloid progenitors, lysozyme-GFP differentiation, flow cytometry; 1% of 360,000 active; calls only at 10 µM;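 active = normalized GFP-positive differentiation at or above the plate's own cutoff, the solvent-only control mean plus 3 SD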;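 also: cells exposed to compound for four days before flow analysis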
HEK293 NOD2/NF-kB: inhibition of NOD2-driven NF-kB reporter – cell-based, luminescence, uHTS, HEK293 (AID 1566); HEK293 NOD2/NF-kB luciferase reporter, luminescence; higher % means a stronger effect; inhibition, % at 4 µM, or EC50 in µM where a hit was titrated; 0.63% of 290,000 active; also: many of its hits are not listed in these tables
HIV fusion peptide: cell-free HIV fusion peptide-binding blockers – biochemical, uHTS, fluorescence dequenching, primary screen (AID 1986); cell-free peptide binding, fluorescence dequenching, 30 min; higher % means a stronger effect; one-dose inhibition, % at 20 µM; IC50 in µM for titrated hits; 0.3% of 290,000 active; in the data active = inhibition mostly above about 52%, no sharp cut-off; inactive = mostly below about 76%; also: some results filed as inactive read as strong as hits
GPR35 arrestin U2OS: GPR35 antagonists blocking zaprinast-driven arrestin recruitment, primary screen, imaging, U2OS, beta-arrestin-GFP, zaprinast agonist (AID 2058); U2OS GPR35 beta-arrestin-GFP translocation imaging, zaprinast antagonism; higher % means a stronger effect; 0.052% of 290,000 active; inhibition, % at 10 µM; hits with a dose series show IC50 in µM;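 active = inhibition of at least 50% with at least 30 cells and total cytoplasm GFP at most 10,000,000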
GPR55 LPI antagonism: inhibition of LPI-stimulated GPR55 beta-arrestin translocation – imaging, U2OS, beta-arrestin-GFP, LPI agonist, primary screen (AID 2013); 0.13% of 290,000 active; U2OS GPR55 beta-arrestin-GFP translocation imaging, LPI antagonism; higher % means a stronger effect; one-dose inhibition, % at 10 µM; IC50 in µM for titrated hits;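 active = spots per cell inhibited over 60%, with over 100 cells counted and total cytoplasm intensity under 500,000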;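 also: U2OS cells stably carrying GPR55 and arrestin-GFP stimulated by 5 µM LPI near EC80; imaged beta-arrestin-GFP aggregate spots per cell after agonist stimulation; plate controls were LPI-stimulated DMSO wells for no effect and DMSO wells without LPI for full effect; some results filed as inactive read as strong as hits; confirmed hits need IC50 under 10 µM and bright autofluorescent wells are also inconclusive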
GPR55 activation: selective activators of receptor GPR55 – imaging, U2OS cells, beta-arrestin-GFP redistribution, primary screen (AID 1961). U2OS GPR55 beta-arrestin-GFP redistribution imaging; higher % means a stronger effect. one-dose activation, % at 10 µM; EC50 in µM for titrated hits. 0.048% of 290,000 active;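 active = activation above 40% with more than 50 cells counted in the well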;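 also: U2OS osteosarcoma cells stably expressing GPR55 and beta-arrestin-GFP; plate controls were DMSO negative control for no effect and LPI positive control for full effect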
KOR beta-arrestin-2: kappa opioid receptor blockers – cell-based, luminescence, uHTS (AID 1778); KOR beta-arrestin recruitment, luminescence, antagonist mode; higher % means a stronger effect; inhibition, % at 10 µM; hits with a dose series show IC50 in µM; 0.091% of 290,000 active; also: strong numbers were not always called active
Myeloid diff MLP GFP+ MAC1+ %: recorded beside Myeloid diff MLP, whose call it bears; GFP+ MAC1+ double positive, %; measured here: differentiation confirmed by MAC1 staining
Numbers without * were called inactive; i = inactive; · = no result given; [ ] = remark or other dose. Rule as the data show it, unless noted: active = inhibition above about 50%; inactive = the rest. The list is partial (hit frequency here may not be typical).

#1 CSc1ccc(CN2CCN(C(=O)COc3cccc(C)c3)CC2)cc1
#2 C[C@]12C=CC(=O)C=C1CC[C@@H]1C2CC[C@]2(C)OC(=O)CCC12 (stereo not given in full)
#3 Clc1ccc(C(c2ccccc2)c2ncc[nH]2)cc1 (stereo not given)
#4 CN(C)c1cc(N)c2c(n1)CCC2 (tested in a mixture with another compound)
#5 CC(=O)O[C@@]12CO[C@@H]1C[C@H](O)[C@@]1(C)C(=O)[C@H](O)C3=C(C)[C@@H](OC(=O)[C@H](O)[C@@H](NC(=O)c4ccccc4)c4ccccc4)C[C@@](O)([C@@H](OC(=O)c4ccccc4)C12)C3(C)C (stereo not given in full)
#6 COc1ccccc1N1CCN(C2CCCN(C(=O)COc3ccccc3Cl)C2)CC1 (stereo not given)
#7 O=C(O)CCCc1ccc(N(CCCl)CCCl)cc1
#8 COc1ccc(OC)c(-n2c(O)c(C=Nc3c(C)n(C)n(-c4ccccc4)c3=O)c(=O)[nH]c2=S)c1
screen / no. | 1 | 2 | 3 | 4 | 5 | 6 | 7 | 8
HEK293 NOD2/NF-kB | -6% | -9% | -3% | 8% | -3% | 24% | 9% | 0%
GPR35 arrestin U2OS | 0% | -1% | 12% | -10% | -5% | 3% | -8% | 48%
HIV fusion peptide | 1.3% | -0.5% | -1.2% | -3.1% | 0.3% | -1.2% | 8.5% | 4.6%
GPR55 activation | 0.2% | -0.1% | 0.1% | 0.2% | -0.1% | 0.0% | -0.2% | 0.2%
Myeloid diff MLP GFP+ MAC1+ % | 0.6 | 0.6 | 0.5 | 1.1 | 5.6 | 0.7 | 6.2 | 0.1
KOR beta-arrestin-1 | -0.1% | -2.8% | 16% | -5.9% | -3.7% | -2.5% | 0.6% | 0.6%
Myeloid diff MLP | i | i | i | i | i | i | i | i
NOD1 inhibition | -39% | -7% | 2% | -20% | -43% | 1% | -27% | -9%
GPR55 LPI antagonism | -2% | -4% | 6% | 9% | -50% | 6% | 28% | 0%
KOR beta-arrestin-2 | -6% | -13% | -1% | -5% | -9%[20 µM] | 6% | -1% | -5%

The closing two compounds of the part before open the next one.
#7 O=C(O)CCCc1ccc(N(CCCl)CCCl)cc1
#8 COc1ccc(OC)c(-n2c(O)c(C=Nc3c(C)n(C)n(-c4ccccc4)c3=O)c(=O)[nH]c2=S)c1
#9 CCn1c(=N)n(Cc2ccccc2F)c2ccccc21
#10 c1cc(C2N3CCCN2CC3)ccn1 (stereo not given)
#11 COC(=O)c1sccc1NC(=O)CSc1ccccc1NS(=O)(=O)c1cc(Cl)ccc1Cl
#12 COc1ccc(C(CC(=O)N2CCC3(CC2)OCCO3)NS(=O)(=O)c2ccc(F)cc2)cc1 (stereo not given)
#13 COc1ccc(-n2c(-c3ccc(C)cc3)nc3ccccc3c2=O)cc1
#14 COc1ccc(NC2=NCCCS2)cc1OC
#15 CC(C)c1oc(=O)cc2c1[C@@H](O)[C@H]1OC(=O)[C@@]3(C)C[C@@H](O)[C@@H](O)[C@@]2(C)C13 (stereo not given in full)
screen / no. | 7 | 8 | 9 | 10 | 11 | 12 | 13 | 14 | 15
HEK293 NOD2/NF-kB | 9% | 0% | -1% | 20% | 6.3µM* | 8% | 10% | 7% | 65%*
GPR35 arrestin U2OS | -8% | 48% | 0% | -3% | -1% | 9% | -6% | -1% | -4%
HIV fusion peptide | 8.5% | 4.6% | 0.8% | 1.6% | 9.2% | -0.9% | -0.9% | -1.1% | 0.2%
GPR55 activation | -0.2% | 0.2% | 0.1% | 0.9% | -0.3% | -0.1% | -0.2% | -0.2% | 0.1%
Myeloid diff MLP GFP+ MAC1+ % | 6.2 | 0.1 | 1.0 | 0.5 | 0.2 | 0.6 | 0.9 | 0.5 | 1.7
KOR beta-arrestin-1 | 0.6% | 0.6% | -0.5% | 2.3% | 4.5% | 1.3% | 4.6% | -2.8% | -0.2%
Myeloid diff MLP | i | i | i | i | i | i | i | i | i
NOD1 inhibition | -27% | -9% | -18% | 4% | 6.4µM* | -16% | -2% | -5% | 96%*
GPR55 LPI antagonism | 28% | 0% | -8% | 4% | -5% | 17% | 1% | 12% | -15%
KOR beta-arrestin-2 | -1% | -5% | · | 14% | -5% | 0% | -40% | 20% | -13%

Grouped by structure: the compounds so far containing an aryl methoxy group (5)
#6 COc1ccccc1N1CCN(C2CCCN(C(=O)COc3ccccc3Cl)C2)CC1 (stereo not given)
#8 COc1ccc(OC)c(-n2c(O)c(C=Nc3c(C)n(C)n(-c4ccccc4)c3=O)c(=O)[nH]c2=S)c1
#12 COc1ccc(C(CC(=O)N2CCC3(CC2)OCCO3)NS(=O)(=O)c2ccc(F)cc2)cc1 (stereo not given)
#13 COc1ccc(-n2c(-c3ccc(C)cc3)nc3ccccc3c2=O)cc1
#14 COc1ccc(NC2=NCCCS2)cc1OC
screen / no. | 6 | 8 | 12 | 13 | 14
HEK293 NOD2/NF-kB | 24% | 0% | 8% | 10% | 7%
GPR35 arrestin U2OS | 3% | 48% | 9% | -6% | -1%
HIV fusion peptide | -1.2% | 4.6% | -0.9% | -0.9% | -1.1%
GPR55 activation | 0.0% | 0.2% | -0.1% | -0.2% | -0.2%
Myeloid diff MLP GFP+ MAC1+ % | 0.7 | 0.1 | 0.6 | 0.9 | 0.5
KOR beta-arrestin-1 | -2.5% | 0.6% | 1.3% | 4.6% | -2.8%
Myeloid diff MLP | i | i | i | i | i
NOD1 inhibition | 1% | -9% | -16% | -2% | -5%
GPR55 LPI antagonism | 6% | 0% | 17% | 1% | 12%
KOR beta-arrestin-2 | 6% | -5% | 0% | -40% | 20%

Source: PubChem BioAssay
